Screening results deposited in PubChem BioAssay by several laboratories.
GPR35 antagonists: GPR35 antagonists blocking zaprinast-driven arrestin recruitment, primary screen, imaging, U2OS, beta-arrestin-GFP, zaprinast agonist (AID 2058) | hit rate 0.052% among 290,000 | U2OS GPR35 beta-arrestin-GFP translocation imaging, zaprinast antagonism; higher % means a stronger effect | one-dose inhibition, % at 10 µM; IC50 in µM for titrated hits;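 active means inhibition of at least 50% with at least 30 cells and total cytoplasm GFP at most 10,000,000; inconclusive means under 30 cells or total GFP of 10,000,000 plus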
RSV antiviral HEp-2: inhibition of RSV-induced cytopathic effect – HEp-2 cells, primary 10 µM value included (AID 2391); one-dose CPE inhibition, % at 10 µM; IC50 in µM for titrated hits; hit rate 0.13% among 310,000; HEp-2 cells, RSV-induced CPE inhibition; higher % means a stronger effect; in the data active means a potency from the dose series; inconclusive means CPE inhibition mostly from about 23% at the one dose, without a potency; inactive means the rest, 99 in 100 with CPE inhibition below about 21%; further: strong numbers were not always called active
NS5 inhibitors: flavivirus cap methylation enzyme inhibition – biochemical, confirmation dose response, primary screen (AID 588689). inhibition, % at 25 µM, or IC50 in µM where a hit was titrated. hit rate 0.3% among 340,000. Dengue-2 NS5 methyltransferase capping enzyme assay, biochemical; higher % means a stronger effect; in the data active means a potency from the dose series; inconclusive means inhibition above about 29% without an active follow-up result
AID2073: disruptors of CaV2.2 binding to Mint1 – biochemical, HTRF (AID 2073); HTRF protein-protein interaction, Mint1-CaV2.2; higher % means a stronger effect; hit rate 0.19% among 290,000; inhibition, % at 20 µM; hits with a dose series show IC50 in µM; in the data active means inhibition mostly above about 51%, no sharp cut-off; inconclusive means no clear call, values can overlap the other calls; inactive means mostly below about 53%; further: some results filed as inactive read as strong as hits
K1F lysis inhibition: protection from phage-mediated lysis, alamar blue read-out – E. coli UTI89, K1F phage, bacterial capsule biogenesis inhibitors (AID 488966); E. coli UTI89 K1F phage lysis, alamar blue, 2 h; higher % means a stronger effect; one-dose inhibition, % at 100 µM; IC50 in µM for titrated hits; hit rate 0.02% among 340,000;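 active means phage lysis inhibition, versus mean bacterial control, above a set limit; inconclusive means no clear call, values can overlap the other calls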;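 further: capsule biogenesis inhibitors block K1F phage lysis so surviving cells raise fluorescence; higher fluorescence means more inhibition of phage lysis; actives were called in the ten point dose series up to 300 µM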
WT yeast gro inh: growth inhibition of WT yeast, mitochondrial fusion screen; mitochondrial fusion phenotypic screen, WT strain; inhibition, % at 10 µM; hit rate 2.1% among 190,000; AID 1362; in the data active means inhibition above about 58%; tested in S. cerevisiae
Autophagy mod: modulators of autophagy; calls only at 10 µM (by protocol); MEF GFP-LC3 puncta imaging; test concentration mostly 10 µM; hit rate 0.98% among 190,000;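 active means percentage of spot-positive cells more than 3 SD above its plate mean, without a fluorescence outlier flag or 80% toxicity; inconclusive means no clear call, values can overlap the other calls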;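 further: spot-positive cell cutoff set from DMSO-treated cells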
NTR1 agonist: agonists of NTR1, primary screen, imaging, U2OS cells, beta-arrestin-GFP, high content (AID 493036) | hit rate 0.17% among 330,000 | activation, % at 20 µM | NTR1-U2OS beta-arrestin-GFP spot imaging, agonist mode;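 active means activation at or above 40% of the spot to cytoplasm intensity ratio, with at least 20 cells analyzed; inconclusive means wells under 20 cells, flagged as cytotoxic or low count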;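 further: 0% = DMSO without peptide and 100% = 100 nM NTR1 peptide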
Target sequence (P30989 whole entry, looked up): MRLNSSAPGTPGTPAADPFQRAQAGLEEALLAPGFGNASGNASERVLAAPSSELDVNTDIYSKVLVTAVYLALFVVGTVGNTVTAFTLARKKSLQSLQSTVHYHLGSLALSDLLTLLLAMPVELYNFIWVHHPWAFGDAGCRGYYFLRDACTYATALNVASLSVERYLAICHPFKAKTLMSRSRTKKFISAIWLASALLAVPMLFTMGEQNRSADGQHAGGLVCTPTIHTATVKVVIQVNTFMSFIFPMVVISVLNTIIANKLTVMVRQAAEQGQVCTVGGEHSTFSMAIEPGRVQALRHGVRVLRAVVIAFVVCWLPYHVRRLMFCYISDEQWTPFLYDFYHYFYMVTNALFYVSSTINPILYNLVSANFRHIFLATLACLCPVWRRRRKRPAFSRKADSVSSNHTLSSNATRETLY
LYP inhibition: PTPN22 lymphoid phosphatase activity blockers – biochemical, fluorescence intensity, uHTS (AID 1779); recombinant LYP phosphatase, fluorescence intensity; higher % means a stronger effect; one-dose inhibition, % at 11.5 µM; IC50 in µM for titrated hits; hit rate 0.054% among 290,000; in the data active means inhibition above about 50%;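 further: plate controls were vehicle with enzyme for no effect and no enzyme for full effect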
WT yeast gro inh mutant strain: also measured in WT yeast gro inh; calls as there; inhibition, %; mitochondrial fusion phenotypic screen, mutant strain inhibition
Autophagy mod cell loss 18 h: further read-out of Autophagy mod, marked with its call; toxicity, %; measured here: cell loss, nuclei count;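 cell loss after 18 h compound exposure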
NTR1 agonist cell count 20 µM: also measured in NTR1 agonist; calls as there; cell count; measured here: cell count, cytotoxicity flag
NS5 inhibitors pilot replicate: also measured in NS5 inhibitors; calls as there; inhibition, %; measured here: pilot screen replicate inhibition
The depositor's hits bear a star; i = inactive; ? = inconclusive; . = not tested or not shown; + = active, no number; [ ] = dose if it differs, or a comment.

SMILES | GPR35 antagonists | RSV antiviral HEp-2 | NS5 inhibitors | AID2073 | K1F lysis inhibition | WT yeast gro inh | WT yeast gro inh mutant strain | Autophagy mod | Autophagy mod cell loss 18 h | NTR1 agonist | NTR1 agonist cell count 20 µM | LYP inhibition | others
C#CCOCCOCCOCCNc1nc(N2CCN(C(=O)CCCCCCCCCCNC(=O)[C@@H]([C@H](C)O)n3cc(C)nn3)CC2)nc(N2CCN(C(=O)CCCCCCCCCCNC(=O)[C@@H]([C@H](C)O)n3cc(C)nn3)CC2)n1 | . | 15µM* | -6% | . | 0.1% | . | . | . | . | 1.9 | 84 | .
CC1(CCl)N([O-])C2=C(CCCC2)[N+]1=O (centres undefined) | -4% | -0.5% | 15% | -23% | 0.4% | . | . | . | . | 1.0 | 68 | -8%
Cc1cc2cc(C=C(C#N)C#N)c(Cl)nc2cc1C | 3% | 18% | ? | 23% | 1.1% | 5 | -2 | i | 5 | 7.6 | 38 | 7%
CCc1nnc(NC(=O)C(C)C)s1 | 15% | 0.4% | -2% | -10% | 3.0% | -6 | -8 | i | -10 | 1.1 | 60 | 1%
CC(=O)Nc1ccc(NC(=O)COc2ccccc2C(=O)Nc2cccc(Cl)c2Cl)cc1 | -3% | . | 9% | 33% | 0.1% | -24 | -4 | i | 3 | . | . | 1%
Cn1c(=O)c2c(nc(CN3CCN(Cc4ccccc4)CC3)n2Cc2ccc(F)cc2)n(C)c1=O | -8% | 0.3% | -8% | -2% | 3.7% | -2 | 8 | i | -6 | -0.6 | 92 | 2%
Nc1nc(-c2ccc3c(c2)CCC(=O)N3)cs1 | 8% | -4.1% | -6% | 9% | 0.7% | 7 | 7 | i | -3 | -1.1 | 57 | 3%
NC(=O)C1(S(=O)(=O)c2ccccc2)CCCCC1 | 2% | 0.5% | . | 8% | 1.9% | 3 | 11 | i | 7 | -1.0 | 49 | -4%
OC(CNc1nc(C(F)(F)F)nc2ccccc12)c1ccccc1 (centres undefined) | -2% | 0.2% | -2% | 7% | -0.1% | . | . | . | . | 16 | 49 | 0%
Cc1nc(C)c2c(c1C(F)(F)F)-c1ccccc1C2(F)F | -9% | -0.4% | -5% | 3% | -4.7% | -1 | -21 | i | -1 | 1.5 | 41 | -2%
O=C(NCc1ccco1)/C(=C\c1ccccc1)NC(=O)c1ccccc1 | 8% | 1.4% | -4% | 13% | 0.5% | . | . | . | . | -1.6 | 50 | -12%
CCOc1cccc(CN2CCCC(CNC(=O)c3cccc(OC)c3OC)C2)c1 (centres undefined) | -3% | 0.5% | 5% | -1% | -0.2% | . | . | . | . | -1.5 | 48 | -7% | NS5 inhibitors pilot replicate=-2.1
Cc1nnc(NC(=O)CSc2nnc(-c3ccco3)o2)s1 | -6% | 0.2% | -3% | -2% | -0.5% | 1 | -7 | i | 3 | 0.0 | 42 | 2%
Cn1c(Cn2nnc3ccccc32)nnc1SCC(=O)Nc1nccs1 | -5% | 3.3% | -1% | 5% | 6.6% | -4 | -6 | + | 38* | 1.9 | 46 | -1%
Cc1ccc(NC(=O)Nc2ccccc2C#N)c(Cl)c1 | -3% | 0.5% | -8% | -2% | 11% | -9 | -13 | i | 6 | -0.8 | 66 | -4%
CC(C(=O)Nc1ccccc1)N1C(=O)c2ccccc2C1=O (centres undefined) | -14% | 0.7% | -5% | 4% | -0.7% | 4 | 3 | i | -3 | -0.8 | 33 | 5%
CCC(c1nnc(SCC(=O)Nc2nnc(-c3ccccc3)o2)o1)N(C)C (centres undefined) | 8% | 0.7% | -4% | 4% | -0.1% | 1 | 13 | i | 2 | -0.3 | 73 | -2%
Cc1cc(C(=O)COC(=O)c2ccc(O)cc2)c(C)n1CC(F)(F)F | . | 2.4% | -2% | . | 0.4%[50 µM] | . | . | . | . | 0.8 | 59 | .
CN1C(=O)C(C)(C)c2cc(S(=O)(=O)NCCc3ccc(Cl)cc3)ccc21 | -5% | -0.1% | 1% | -1% | -3.3% | . | . | . | . | 2.8 | 52 | -6%
Cc1cc(C)c(C(=O)Nc2ccc(C)c(C)c2)c(CC(C)(C)C(=O)O)c1 | 11% | . | -9% | 2% | 1.0% | . | . | . | . | -1.1 | 46 | -11%
CCOC(=O)C1CCN(S(=O)(=O)Cc2ccc(Cl)cc2)CC1 | -6% | 0.5% | 2% | 47% | 0.1% | 9 | 2 | i | 1 | 1.6 | 36 | 2%
Cc1cc(C)n(C(C)CNS(=O)(=O)c2ccc(C)c(C)c2)n1 (centres undefined) | 18% | 3.7% | 0% | 0% | 0.2% | . | . | . | . | -0.2 | 49 | -7%
N#CCSc1ccc(-c2nc3ccccc3[nH]2)cn1 | 18% | 3.2% | -2% | 7% | 0.1% | 17 | 11 | i | -13 | -0.7 | 86 | -3%
COc1cc(/C=N/NC(=O)c2cc[n+]([O-])cc2)ccc1O | 8% | 1.0% | 12% | 0% | -0.2% | . | . | . | . | 4.6 | 37 | -8%
Cc1cccc(C)c1NC(=O)COC(=O)C1Cc2ccccc2CN1C(=O)c1ccccc1 (centres undefined) | 7% | 3.6% | -4% | 6% | -0.3% | -24 | -22 | i | -3 | 0.3 | 37 | 3%
Cc1ccc(NS(=O)(=O)c2ccc(OCC(=O)Nc3cccc([N+](=O)[O-])c3)c(C)c2)cc1 | -11% | 13% | -1% | 3% | -1.6% | . | . | i | -18 | 10 | 53 | 2%
Nc1nc(CCl)nc(Nc2ccccc2)n1 | -12% | 0.3% | 0% | -8% | -0.8% | -27 | 13 | i | -5 | -0.6 | 61 | -4%
Cc1cc(=O)n(CC=C(Cl)Cl)c2ccccc12 | -3% | 4.8% | -5% | 4% | 0.5% | 4 | -1 | i | 7 | 0.5 | 85 | -10%
COCCCNC(=O)c1cc(Nc2ccc(OC)cc2OC)nc2ccccc12 | -1% | 1.3% | -3% | 3% | -0.1% | . | . | . | . | 1.4 | 87 | -5%
O=C(NC(=S)Nc1ccccc1C(=O)O)c1ccc(-c2ccc(Br)cc2)o1 | 26% | 6.2µM* | 42µM* | 33% | 0.6% | . | . | . | . | 5.5 | 47 | 1%
Cc1ccc(S(=O)(=O)N(C)Cc2ccccc2)cc1C(=O)N1CCCCC1 | -2% | 2.3% | 0% | 6% | 0.2%[50 µM] | . | . | . | . | 1.0 | 57 | -3%
CC(C)c1ccc(NC(=O)NC(C)c2ccc3c(c2)OCO3)cc1 (centres undefined) | 3% | 4.4% | -4% | 14% | 0.3% | . | . | . | . | 1.0 | 62 | -7%
CCOc1ccc(CCNC(=O)CCn2ccc3cc(S(=O)(=O)N4CCCC4)ccc32)cc1 | -8% | 16% | 4% | 1% | 0.3% | . | . | . | . | 1.2 | 68 | -8%
CC(C)CCC(=O)N1CCOC1=O | 2% | 0.3% | -4% | -4% | 1.6% | . | . | . | . | -1.0 | 92 | -8%
CC(C)CCn1c(SC(C)C(=O)NC2CC2)nc2ccccc2c1=O (centres undefined) | . | -0.7% | -8% | . | 1.4%[50 µM] | . | . | . | . | 0.2 | 52 | .
COc1ccccc1NC(=O)CCC(=O)OCc1ccc(Cl)cc1 | -6% | 1.1% | -5% | -9% | 0.0% | -11 | -7 | i | 15 | -0.1 | 80 | 0%
NC(=S)Nc1cccc2[nH]ccc12 | 10% | 1.0% | -11% | -1% | 0.0% | -8 | -11 | i | 5 | 1.7 | 84 | -6%
CC1CCCN(CCCNC(=O)C2CCCN(c3ncnc4c3nc3n4CCCCC3)C2)C1 (centres undefined) | -17% | 1.9% | 3% | -2% | 0.3% | . | . | . | . | 0.8 | 56 | -8%
CS(=O)(=O)N(CCc1ccccc1)CC(=O)NCc1ccc(Cl)cc1 | -3% | -1.9% | 1% | 4% | 7.7% | 3 | -6 | i | 18 | 1.8 | 62 | -7%
OCCC1CN(Cc2nc(-c3ccccc3)cs2)CCN1Cc1ccc(F)cc1 (centres undefined) | -11% | 3.5% | -1% | 20% | 0.1% | 30 | 15 | i | 18 | 2.5 | 59 | -8%
COc1ccc(-n2c(C)c(C)c3c(NCCN(C)C)ncnc32)cc1 | 11% | 0.1% | -11% | 10% | -0.1% | . | . | . | . | -1.4 | 96 | 1%
Cc1noc(C)c1CSCC(=O)N(C)CC(=O)Nc1ccc(Cl)c(Cl)c1 | . | ? | -5% | . | -1.8% | . | . | . | . | -0.2 | 48 | .
FC(F)(F)c1cccc(NC(=S)NNC(=S)NCc2ccccc2)c1 | 23% | 9.8% | 10% | -35% | 4.0% | 9 | -1 | i | -22 | 5.1 | 57 | 0%
O=C(O)c1cccc(S(=O)(=O)NCCc2ccccc2)c1 | -12% | 1.4% | -3% | 2% | -1.1% | -7 | -7 | i | -6 | -0.2 | 41 | -5%
O=C(Nc1nc2ccccc2[nH]1)c1ccccc1[N+](=O)[O-] | 5% | 3.1% | -5% | 4% | -1.2% | 0 | -17 | i | 1 | -1.1 | 48 | -4%
COc1ccccc1N1CCN(C(=O)c2cc(=O)c3cc(C)ccc3o2)CC1 | 0% | 0.6% | -7% | ? | 0.1% | . | . | . | . | 1.2 | 92 | -4%
Cc1nn(C(=O)CCC(=O)NCc2ccccc2Cl)c2ccccc12 | 8% | 2.4% | -1% | 8% | 0.7% | . | . | . | . | 1.1 | 53 | -9%
O=c1c(Cc2ccc(F)cc2)c(O)ccn1C1CC1 | -17% | 1.2% | -2% | 4% | 0.7% | 19 | 20 | i | -6 | -0.8 | 53 | -9%
CC1(C)CC(=O)C2=C(C1)N(c1ccc(F)cc1)C(=O)CC2c1ccsc1 (centres undefined) | -1% | 1.4% | 0% | 1% | 0.3% | 3 | 1 | i | 16 | -0.8 | 88 | -7%
COC(=O)CC1SC(=O)NC1=Nc1ccc(C)cc1 (centres undefined) | 3% | 0.1% | -1% | 0% | -1.4% | 7 | -3 | i | -4 | -0.6 | 34 | -2%
Fc1cc(F)c(F)c(SCCc2ccncc2)c1F | 12% | 2.1% | -6% | -6% | 0.2% | 22 | 21 | i | 10 | 0.8 | 87 | 0%
O=C(Nc1ccccc1)N(CCCN1CCOCC1)Cc1cccs1 | -10% | 2.6% | -1% | 1% | -0.1% | 10 | 2 | i | 3 | -3.0 | 83 | -8%
N#Cc1ccccc1OCC(=O)Nc1ccc2c(c1)OCCCO2 | 5% | 4.3% | -1% | 13% | -0.2% | . | . | . | . | -0.3 | 56 | -5%
